Source: PubChem BioAssay
SIRT5 block: sirtuin-5 (human) deacylase inhibition. Purified SirT5, succinyl-peptide AMC, trypsin-coupled fluorescence. inhibition, % at 15 µM. Q9NXA8. 330,000 tested, 1.1% active; in the data active means inhibition above about 15%; inconclusive means no clear call, values can overlap the other calls
Target sequence (Q9NXA8 whole entry, looked up): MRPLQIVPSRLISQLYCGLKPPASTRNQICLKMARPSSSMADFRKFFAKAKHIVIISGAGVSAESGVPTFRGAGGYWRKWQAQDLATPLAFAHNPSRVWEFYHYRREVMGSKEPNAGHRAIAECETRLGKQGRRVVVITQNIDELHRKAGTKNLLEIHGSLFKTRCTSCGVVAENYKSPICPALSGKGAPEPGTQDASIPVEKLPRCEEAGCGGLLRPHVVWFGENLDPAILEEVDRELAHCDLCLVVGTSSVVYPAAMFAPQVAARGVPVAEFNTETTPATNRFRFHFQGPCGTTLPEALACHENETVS
ERAP1 inh: blocks human ERAP1 aminopeptidase activity | Q9NZ08 | recombinant ERAP1, Leu-AMC fluorescence, 60 min | inhibition, % at 10.7 µM | 340,000 tested, 0.15% active | AID 652197;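 active means mean replicate inhibition of at least 30%, or all replicates individually reaching that 30% level; inactive means mean below 30% and not every replicate reaching it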;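 further: 0% = neutral control wells and 100% = L-leucinethiol positive control wells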
ERp5 block: ERp5 (human) disulfide isomerase inhibition; Q15084; ERp5 insulin aggregation, absorbance 650 nm, 90 min; inhibition, % at 9.99 µM; 350,000 tested, 0.05% active; AID 651711;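 active means mean replicate inhibition above about 25%, with every replicate also reaching it, limit read from the data, passing the limit was not always enough; inconclusive means only one of those two criteria met; inactive means neither criterion met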
Target sequence (Q15084 whole entry, looked up): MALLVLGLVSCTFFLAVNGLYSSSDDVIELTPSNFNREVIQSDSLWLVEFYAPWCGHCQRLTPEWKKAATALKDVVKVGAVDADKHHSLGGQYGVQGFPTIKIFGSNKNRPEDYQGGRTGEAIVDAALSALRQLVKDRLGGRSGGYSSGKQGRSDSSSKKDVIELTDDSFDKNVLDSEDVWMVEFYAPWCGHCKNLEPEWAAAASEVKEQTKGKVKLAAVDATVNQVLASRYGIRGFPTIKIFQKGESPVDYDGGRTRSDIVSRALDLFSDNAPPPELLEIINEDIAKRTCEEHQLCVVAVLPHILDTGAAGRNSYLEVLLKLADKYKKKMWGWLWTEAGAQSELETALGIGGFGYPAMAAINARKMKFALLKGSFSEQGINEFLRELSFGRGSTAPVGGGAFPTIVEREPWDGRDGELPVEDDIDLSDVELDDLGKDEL
DENV2 CPE rescue: protects cells from dengue virus 2 cytopathic effect; DENV2-infected cells, cytopathic effect rescue, plate reader; CPE inhibition, % at 9.99 µM; 350,000 tested, 1.7% active; in the data active means CPE inhibition above about 20%, passing the limit was not always enough; inconclusive means no clear call, values can overlap the other calls; tested in BHK-21 cells;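 further: 0% = median of neutral control wells and 100% = median of positive control wells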
CFTR F508del cor: CFTR F508del correction in bronchial cells | CFBE cells, YFP halide quenching; stimulated with forskolin plus potentiator P3; % fluorescence drop versus neutral controls | activity (quench increase), % at 7.58 µM | 350,000 tested, 0.36% active | AID 720511;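 active means mean added fluorescence quench of at least 8% versus neutral control, with both replicates also reaching 8%; inconclusive means only one of the mean or replicate conditions met; inactive means mean below 8% and not both replicates reaching 8%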;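 further: cells transiently co-express mutant CFTR-F508del with the halide-sensitive YFP; corrector assay measuring rescue of mutant channel to the surface after 24 h compound exposure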
miR122 inh: miR-122 inhibition in Huh7 cells; Huh7 miR-122 Renilla luciferase sensor, 48 h; neutral wells = 0, positive control = 100; activation (reporter increase), % at 12.5 µM; 340,000 tested, 0.3% active; AID 602342;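 active means mean replicate activation score at least 90 and every replicate individually at or above 90; inconclusive means only one of the two criteria met; inactive means neither criterion met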;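 further: higher luciferase means less miR-122 activity so hits act as miR-122 inhibitors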
Casp6 inh: blocks human caspase-6 cleavage activity; P55212; purified caspase-6, Z-VEID-R110 cleavage fluorescence; inhibition, % at 12.5 µM; 350,000 tested, 0.53% active;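 active means mean inhibition across replicates at least about 35%, with every replicate also reaching that limit, limit read from the data; inconclusive means only one of the two criteria met; inactive means neither criterion met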;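 further: 0% = median of neutral control wells and 100% = no fluorescence left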
An asterisk follows results filed as active; ? = inconclusive; nt = no result given; & = joins results of further samples; [ ] = remark or other dose.

SMILES	SIRT5 block	ERAP1 inh	ERp5 block	DENV2 CPE rescue	CFTR F508del cor	miR122 inh	Casp6 inh
CCc1ccc(NC(=S)Nc2cc(OC)c(NC(=O)C(C)C)cc2OC)cc1	1	1	1	1	-2.1	nt	3
CC(C)OC(=O)CNc1n[nH]c(=S)[nH]c1=O	1	6	-4	17	0.3	nt	2
C/C(=N\Nc1cc(C)nc(-c2ccccc2O)n1)c1ccccc1	-1	0	-2	0	nt	5	31
O=S(=O)(Nc1ccccc1N1CCOCC1)c1ccccc1C(F)(F)F	7	-1	nt	3	-2.2	15	3
O=C1[C@H]2[C@@H](C3CC3)N3C(=O)CN(Cc4ccccn4)C(=O)[C@@]3(Cc3ccccc3)[C@H]2C(=O)N1c1ccccc1	nt	nt	2	10	3.5	-3	-1
Cc1ccc(NC(=O)C2CCCN2S(=O)(=O)c2ccc3c(c2)CCC(=O)N3)cc1Cl (stereo not given)	nt	nt	5	-5	-3.0	nt	2
CC(C)NC(=O)Nc1cccc2c1O[C@H](CN(C)Cc1ccc(-c3ccccc3)cc1)[C@H](C)CN([C@H](C)CO)C2=O	-2	2	-1	-7	0.5	0[16.7 µM]	1
COc1ccc(C(O)c2nc(-c3cc(F)cc(F)c3)cs2)cc1 (stereo not given)	nt	-1	-3	-7	0.4	5	2
CC1CCN(C(=O)COC(=O)CCC(=O)c2cccs2)CC1	-1	1	-3	?	1.3	-3	1
O=C(NCc1ccccc1F)C1CCN(C(=O)c2sccc2-n2cccc2)CC1	-3	8	1	4	nt	nt	-2
CN(C)CC(=O)N1[C@H](CO)[C@H](c2ccc(C#CC3CC3)cc2)[C@@H]1C#N	1	-2	-1	3	0.0	nt	0
NC1(C#Cc2ccc3oc(=O)c(-n4cc(C5(O)CCCCC5)nn4)cc3c2)CCCCC1	nt	nt	2	?	-1.0	-9	2
N#Cc1cccnc1N1CCN(C(C(=O)NC2CCCC2)c2ccco2)CC1 (stereo not given)	-5	nt	-6	9	-2.6	nt	1
CN(C[C@@H]1[C@@H](c2ccccc2)[C@H](CO)N1C(=O)c1ccccc1)C(=O)C1CCC1	1	2	5	4	1.3	17[16.7 µM]	-1
COc1ccc2c3c([nH]c2c1)[C@H](CO)N(C)CC31CN(C(=O)c2cccnc2)C1	nt	0	-3	-8	-3.4	nt	nt
COC(=O)Cn1c2ccccc2c(=O)n1C(C)C	nt	1	6	21*	0.8	nt	-2
O=C(N[C@@H]1CC[C@H](CCNC(=O)C2CCC2)O[C@H]1CO)c1ccncc1	0	3	5	-7	-1.0	nt	-1
COCC(=O)Nc1ccc2c(c1)[C@H]1C[C@H](CC(=O)NCc3ccc(-c4ccccc4)cc3)O[C@H](CO)[C@H]1O2	1	-4	-2	0	-0.1	-4[16.7 µM]	-4
Cc1c(CC(=O)Nc2ccc(Cl)cc2)sc2ccc(Cl)cc12	7	-2	3	-2	0.4	nt	3
O=C(Nc1ccc2c(c1)OCO2)N1[C@@H]2CNC[C@H]1C2c1ccc(/C=C/c2ccccc2)cc1 (stereo not given in full)	5	-1	0	79*	-1.3	nt	-1
CC(=O)Nc1ccc(S(C)(=O)=O)c(C)c1	-3	1	2	-5	-2.3	-5	1
CN(c1ccc(C(=O)NCCSC(C)(C)C)cc1)S(=O)(=O)c1ccccc1	-4	-6	-5	-2	-0.4	19	1
C/C=C/c1ccc(OCC(=O)Nc2cc(C(F)(F)F)ccc2N2CCOCC2)c(OC)c1	-4	2	1	-2	-4.4	1	-1
Clc1ccccc1CN1CCN(/N=C/C=C\c2ccco2)CC1	28*	3	-1	-1	1.7	-4	15
O=C(C[C@@H]1C[C@H]2c3cc(NS(=O)(=O)c4ccc(F)cc4)ccc3O[C@H]2[C@H](CO)O1)NC1CCCCC1	1	5	-4	-5	-2.8	-1[16.7 µM]	-3
O=C(C1=COCCO1)N1CCN(S(=O)(=O)c2cccc(Br)c2)CC1	-2	-3	-8	13	-0.6	nt	0
CC(=O)c1ccc(OC(=O)Cc2cccc3ccccc23)cc1	26*	1	-2	10	-3.0	-3	-2
CC(=O)C1=CCC(c2ccccc2)N(S(=O)(=O)c2ccccc2)C1 (stereo not given)	-4&-2	-11&0	2&-2	9&-6	-0.2&-3.9	12&4	0&3
Cc1nc2ccc(C(=O)OCc3ccccc3Br)cc2nc1C	6	-2	-6	15	2.1	-2	0
C[C@@H]1CCCCO[C@H](CN(C)S(=O)(=O)c2ccccc2)[C@H](C)CN([C@H](C)CO)C(=O)c2cc(NC(=O)Nc3ccc(C(F)(F)F)cc3)ccc2O1	2	2	-2	?	2.8	-5[16.7 µM]	1
COc1ccc(-c2cc(=O)[nH]c3ccccc23)cc1	-2	3	0	4	-0.3	5	9
CCN(CC)C(=O)Cn1cc(C(=O)C(=O)Nc2ccc3c(c2)OCO3)c2ccccc21	nt	-4	-7	-5	1.3	-3	-1
CC(=O)C1=CCC(c2cccc3ccccc23)N(S(=O)(=O)c2ccc(C)cc2)C1 (stereo not given)	-3	2	-15	16	-1.6	47	1
COc1ccccc1-c1cnc2c(c1)C(=O)N([C@@H](C)CO)C[C@H](C)[C@@H](CN(C)C(=O)CN(C)C)O2	-4	0	-3	5	1.0	-2[16.7 µM]	1
CCCC(=O)N(CCc1ccc(OC)cc1)Cc1nc2ccccc2c(=O)[nH]1	1	0	6	3	-1.8	14	1
CCN(CC)S(=O)(=O)c1ccc(N2CC(C(=O)N3Cc4ccccc4CC3C(N)=O)CC2=O)cc1 (stereo not given)	-4	1	-3	-3	-0.4	-7	8
C=CCn1nc(-c2ccccc2)c(N2CCCCC2)cc1=O	5	3	-1	-4	-1.0	nt	-2
COc1cc([N+](=O)[O-])ccc1NC(=O)CN1CCN(C(=O)c2ccco2)CC1	nt	5	2	-5	2.3	nt	1
CCC(=O)N1C[C@H](C)[C@@H](OC)CN(C)C(=O)c2cc(NC(=O)c3ccc(F)cc3)ccc2OC[C@@H]1C	5	4	2	-5	1.5	-2[16.7 µM]	3
N#C/C(=C/C1=C(N2CCOCC2)C(=C/c2ccc(Cl)cc2)/CC1)C(=O)Nc1ccccc1F	0	3	-11	-22	0.8	-2	4

Structural class: those above containing an NH in an aromatic ring.
SMILES	SIRT5 block	ERAP1 inh	ERp5 block	DENV2 CPE rescue	CFTR F508del cor	miR122 inh	Casp6 inh
CC(C)OC(=O)CNc1n[nH]c(=S)[nH]c1=O	1	6	-4	17	0.3	nt	2
COc1ccc2c3c([nH]c2c1)[C@H](CO)N(C)CC31CN(C(=O)c2cccnc2)C1	nt	0	-3	-8	-3.4	nt	nt
COc1ccc(-c2cc(=O)[nH]c3ccccc23)cc1	-2	3	0	4	-0.3	5	9
CCCC(=O)N(CCc1ccc(OC)cc1)Cc1nc2ccccc2c(=O)[nH]1	1	0	6	3	-1.8	14	1

(list continues)
SMILES	SIRT5 block	ERAP1 inh	ERp5 block	DENV2 CPE rescue	CFTR F508del cor	miR122 inh	Casp6 inh
Cc1ccc2ccccc2c1CSc1nc(N)nc2c1ncn2CC(C)C	-1	3	-2	-3	1.8	8	-1
COc1cc(OC)cc(-c2c(C#Cc3ccsc3)c3cc(-c4ccc(OC)nc4)ccc3n2C)c1	-9	-1	6	7	0.6	13	-2
CCNC(=O)C[C@@H]1CC[C@H]2[C@@H](COC[C@H](O)CN2C(=O)Nc2c(C)noc2C)O1	0	0	7	11	-3.0	3[16.7 µM]	1
C[C@H]1CN([C@@H](C)CO)C(=O)CCCn2nncc2CO[C@@H]1CN(C)Cc1ccc(-c2ccccc2)cc1	-4&-1	-2&-2	-9&1	-6&-13	3.7&-2.0	-4	-6&-4
COc1ccc(-c2ccc([C@H]3[C@H](C#N)N(C(=O)C4CCC4)[C@H]3CO)cc2)cc1	-3	-1	-10	-1	-5.0	nt	2
COc1ccc(OC)c(CN2CCN(C(=O)c3ccc(F)cc3)CC2)c1	-6	-4	1	-3	3.4	4	0
C[C@@H]1CCCCO[C@H](CN(C)C(=O)Nc2ccc(C(F)(F)F)cc2)[C@H](C)CN([C@H](C)CO)C(=O)c2cc(N(C)C)ccc2O1	1	0	1	1	0.7	-11[16.7 µM]	-3
COc1ccccc1Cn1c(=O)c2ccccc2n2c(SCC(=O)N3CCCCC3)nnc12	-8	0	?	5	0.8	-3	-2
Cc1ccc(Sc2ncccc2COC(=O)NC(C)C)cc1	-2	2	-6	-6	1.3	4	3
Cc1cccc(-c2ccc([C@@H]3[C@@H](CO)N4C(=O)CN(C(=O)c5ccc6c(c5)OCO6)C[C@H]34)cc2)c1	3	3	6	-5	-0.4	nt	2
CC(C)n1cnc2cc(NCc3ccccc3O)ccc21	-2	nt	0	7	-3.7	nt	1
C=CCC(C(=O)OC)(C(=O)OC)c1ccc(C(F)(F)F)cc1[N+](=O)[O-]	-27	4	1	-2	2.6	nt	1
O=C(COC(=O)CNC(=O)c1ccc(Cl)cc1Cl)NC1CCCCCCC1	3	-2	13	7	0.8	-6	-1
COc1ccc(S(=O)(=O)Nc2cccc3c2O[C@H](CN(C)S(=O)(=O)c2cccs2)[C@@H](C)CN([C@@H](C)CO)C3=O)cc1	-1	0	12	-9	1.3	-2[16.7 µM]	-2
CC(=O)Nc1ccc(N(CC(=O)NC2CCCCC2)C(=O)Cn2nnc(-c3ccccc3)n2)cc1	-8	4	-3	0	-0.7	nt	2
COc1cccc(S(=O)(=O)Nc2ccc3c(c2)[C@H]2C[C@@H](CC(=O)N[C@@H](C)c4ccccc4)O[C@@H](CO)[C@H]2O3)c1	-4	nt	-11	-4	3.5	-5[16.7 µM]	nt
CN(C)S(=O)(=O)c1cccc(NC(=O)COC(=O)CCC(=O)c2cccs2)c1	-2	3	1	-6	3.0	0	0
Cc1ccc(CN2CCN(CCCn3cccn3)CC2CCO)cc1 (stereo not given)	-8	2	0	-3	0.6	-9	-5
COc1ccccc1S(=O)(=O)N1CC[C@@H]2[C@@H](CO)Nc3ccc(-c4ccccc4)cc3[C@@H]21	4	-1	-3	7	-0.4	25[16.7 µM]	0
C[C@@H]1CN([C@@H](C)CO)S(=O)(=O)c2ccc(C3=CCCC3)cc2O[C@H]1CN(C)Cc1ccccc1	12	4	-2	0	-0.2	-7[16.7 µM]	-1

Nothing new here: an excerpt of the list.
SMILES	SIRT5 block	ERAP1 inh	ERp5 block	DENV2 CPE rescue	CFTR F508del cor	miR122 inh	Casp6 inh
COc1cccc(S(=O)(=O)Nc2ccc3c(c2)[C@H]2C[C@@H](CC(=O)N[C@@H](C)c4ccccc4)O[C@@H](CO)[C@H]2O3)c1	-4	nt	-11	-4	3.5	-5[16.7 µM]	nt
CN(C)S(=O)(=O)c1cccc(NC(=O)COC(=O)CCC(=O)c2cccs2)c1	-2	3	1	-6	3.0	0	0
Cc1ccc(CN2CCN(CCCn3cccn3)CC2CCO)cc1 (stereo not given)	-8	2	0	-3	0.6	-9	-5
